PolyA inhibitor: yeast polyadenylation inhibition; S. cerevisiae SKY197-pL101 polyadenylation reporter, beta-gal luminescence; efflux-impaired pdr1/pdr3 knockout yeast; score 100 = 6 SD above DMSO; calls only at 12 µM; 300,000 compounds, 0.02% hits; AID 1875;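 active = lowest replicate activity score at least 50, where 100 means six control SD above control mean; inconclusive = lowest score under 50 but half or more replicates reach 50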;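 note: yeast exposed to compound for 9 h at 30 °C; higher score means more reporter readthrough which indicates perturbed polyadenylation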
KCNQ1 block: blocks the human KCNQ1 potassium channel | CHO-K1 KCNQ1, FluxOR thallium flux fluorescence; hits give high values | B-score at 10 µM | 310,000 compounds, 1.3% hits;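 active = compounds whose thallium flux B-score, printed positive for inhibition, exceeds three library SD while starting fluorescence stays within three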;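 note: channel opened by potassium depolarization with thallium stimulus after 20 min compound exposure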
KCNK9 block: blocks the human KCNK9 two-pore domain potassium channel; Q9NPC2; HEK293 KCNK9, FluxOR thallium flux fluorescence; hits give low values; B-score at 10 µM; 310,000 compounds, 1.2% hits;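 active = ratio B-score over 3 SD below the library mean, with starting fluorescence within 5 SD of its mean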;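 note: negative B-score means less thallium flux so channel inhibition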
RGS4 pot: potentiators or activators of RGS4; 310,000 compounds, 0.92% hits; HEK293 M3R/inducible RGS4, carbachol calcium flux Fluo4; hits give low values; B-score at 10 µM;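 active = B-score of the integrated calcium signal more than 4 SD below the library mean, with starting fluorescence not abnormally high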;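 note: negative B-score means reduced calcium response which marks RGS4 activation or potentiation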
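Detection: kinetic calcium fluorescence imaging with Fluo4-AM dye, 2 µM / Material: HEK293 cells with stable M3R and inducible RGS4 / Schedule: recording 10 s baseline at 1 Hz, 100 s post-agonist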
Dyrk1A ADPGlo: blocks rat Dyrk1A kinase activity; Q63470; ADP-Glo luminescence, NFATc1 peptide; inhibition, % at 12.5 µM; 310,000 compounds, 0.43% hits; in the data active = inhibition above about 50%;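 note: plate controls were vehicle with enzyme for no effect and no enzyme for full effect; many of its hits are not listed in these tables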
KCNQ1 act: potentiates or activates the human KCNQ1 potassium channel; CHO-K1 KCNQ1, thallium flux FluxOR fluorescence; hits give high values; B-score at 10 µM; 310,000 compounds, 0.35% hits;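 active = fluorescence ratio B-score, a plate-corrected score, at least three library SD, with initial intensity B-score within 5 SD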
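assay system = KCNQ1-transfected CHO-K1 cells | medium = assay buffer with matched DMSO | probe or stimulus = depolarizing K+/Tl+ stimulus, K2SO4 and Tl2SO4 each 12.5 mM in 5x stock | dosing = single dose | incubation = dye 90 min, compound 20 min, room temperature | detection = kinetic FluxOR fluorescence, 10 s baseline plus 110 s post-stimulus | evaluation = ratio B score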
hERG rescue: hERG (human) protection from proarrhythmic block; Q12809; AID 1511; activation (rescue from dofetilide block), less the hit threshold, % at 10 µM; CHO-hERG, FluxOR thallium flux, dofetilide IC70 present; 310,000 compounds, 0.51% hits;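 active = activation above the mean of controls blocked by dofetilide plus 5 SD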;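 note: thallium influx through hERG after potassium depolarization seen as dye fluorescence rise; in these data hits start at about 4.7%; inactives centre near -7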
GSK3beta inhib: human GSK3beta kinase inhibition; P49841; activity score (negative = inhibition), % at 10 µM; AID 2097; 300,000 compounds, 0.038% hits; GST-GSK3beta kinase, ADP-Glo luminescence, 60 min; hits give low values;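 active = more than half of replicate wells score below -50%, meaning over 50% inhibition versus plate controls; inconclusive = some replicates but at most half score below -50%; inactive = no replicate scores below -50%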;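 note: 0% = median DMSO wells and -100% = median GW8510 positive control wells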
Target sequence (P49841 whole entry, looked up): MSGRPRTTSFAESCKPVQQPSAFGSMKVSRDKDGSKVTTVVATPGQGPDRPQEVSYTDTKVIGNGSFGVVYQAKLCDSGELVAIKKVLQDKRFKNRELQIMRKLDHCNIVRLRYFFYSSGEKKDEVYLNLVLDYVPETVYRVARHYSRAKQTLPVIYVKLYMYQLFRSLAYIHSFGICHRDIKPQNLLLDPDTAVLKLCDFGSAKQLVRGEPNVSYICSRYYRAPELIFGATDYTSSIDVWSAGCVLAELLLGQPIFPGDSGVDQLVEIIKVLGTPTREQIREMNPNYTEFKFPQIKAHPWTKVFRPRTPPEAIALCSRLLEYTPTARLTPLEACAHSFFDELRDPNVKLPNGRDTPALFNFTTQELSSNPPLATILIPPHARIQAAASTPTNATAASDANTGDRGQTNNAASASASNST
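Assay system: GST-fused GSK3beta enzyme, cell-free / Medium: Tris pH 7.5 buffer with MgCl2, DTT, BSA, heparin / Also added: peptide substrate plus 25 µM ATP (final) / Compound: 10 µM single point / Timing: kinase reaction with compound 60 min at room temperature / Detection: ADP-Glo luminescence / Benchmarks: DMSO neutral wells and GW8510 at 20 µM as positive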
HDAC3 inhib: inhibitors of human histone deacetylase 3. AID 2718. recombinant HDAC3, fluorogenic peptide/trypsin coupled, fluorescence. inhibition, % at 8.3 µM. 320,000 compounds, 0.15% hits; in the data active = inhibition above about 26%, passing the limit was not always enough; inconclusive = no clear call, values can overlap the other calls
KCNK3 inh: human KCNK3 channel inhibition, primary screen. CHO-KCNK3 thallium flux, FluxOR fluorescence; hits give low values. B-score at 10 µM. AID 602410. O14649. 340,000 compounds, 0.84% hits;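 active = B-score under library mean minus 4 SD, starting fluorescence ratio at most library mean plus 5 SD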;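 note: more negative B-score means stronger inhibition of thallium flux through KCNK3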
Target sequence (O14649 whole entry, looked up): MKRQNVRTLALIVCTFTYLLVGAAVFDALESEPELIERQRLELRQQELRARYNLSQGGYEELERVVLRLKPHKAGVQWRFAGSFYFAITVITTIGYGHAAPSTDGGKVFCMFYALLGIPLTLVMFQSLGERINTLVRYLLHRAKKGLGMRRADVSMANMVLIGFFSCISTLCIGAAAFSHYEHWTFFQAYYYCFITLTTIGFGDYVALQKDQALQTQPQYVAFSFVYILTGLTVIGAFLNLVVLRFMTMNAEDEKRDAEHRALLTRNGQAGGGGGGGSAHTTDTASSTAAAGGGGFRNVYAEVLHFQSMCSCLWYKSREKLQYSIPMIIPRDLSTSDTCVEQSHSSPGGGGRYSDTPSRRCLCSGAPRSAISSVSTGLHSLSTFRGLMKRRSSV
GSK3 alpha inh: inhibitors of human GSK-3 alpha kinase. P49840. 320,000 compounds, 0.1% hits. ADP-Glo luminescence, 60 min. inhibition, % at 10 µM;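 in the data active = inhibition above about 50%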;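 note: GST-tagged GSK-3 alpha with peptide substrate and 25 µM ATP; 0% = DMSO neutral wells and 100% = GW8510 positive control wells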
Numbers without * were called inactive; i = inactive; ? = inconclusive; . = not tested or not shown. Some of the compounds tested. The share of hits here may be higher or lower than overall.

Every second line gives: PolyA inhibitor	KCNQ1 block	KCNK9 block	RGS4 pot	Dyrk1A ADPGlo	KCNQ1 act	hERG rescue	GSK3beta inhib	HDAC3 inhib	KCNK3 inh	GSK3 alpha inh
- COC(=O)c1cc(NS(=O)(=O)c2ccc(N3CCOCC3)c([N+](=O)[O-])c2)cc(C(=O)OC)c1
  i	i	i	i	2	i	-10	6	3	i	-1
- c1ccc(-c2nccnc2-c2ccccc2)cc1
  i	i	i	i	.	i	-8	-3	6	i	-3
- COc1ccc(N(C(C)=O)c2nc(C)cc(C)c2C#N)c(OC)c1
  i	i	i	i	4	i	-14	2	-2	i	6
- Cc1cc(NC(=O)CCCN2C(=O)c3cccnc3C2=O)no1
  i	i	i	i	-3	i	-12	1	3	i	0
- N/C(=N\OC(=O)COc1ccccc1Cl)c1ccc(Cl)cc1
  i	i	i	i	-1	i	-12	2	3	i	-1
- CC(Sc1nnc(COc2ccc(Cl)cc2)n1Cc1ccccc1)C(=O)O (configuration not stated)
  i	i	i	i	.	i	-10	7	-4	i	-9
- O=C1COc2ccc(S(=O)(=O)N3CCN(c4ccccc4)CC3)cc2N1
  i	i	i	i	-2	i	-11	-5	12	i	2
- COc1cccc(OC)c1OCCCCN1CCCCC1
  i	i	i	i	9	i	2	3	2	i	-1
- O=C(NC(=S)NC1CCSC1=O)c1ccccc1 (configuration not stated)
  .	i	i	i	4	i	-4	2	-1	i	14
- CCCNC(=O)c1c(CSc2ccc(Cl)cc2)noc1C(=O)NCc1ccccc1
  i	i	i	i	-18	i	-7	5	5	i	4
- COC(CNC(=O)c1ccc2c(c1)ncn2-c1cccc(C)c1)OC
  i	i	i	i	.	i	-5	1	2	i	0
- COc1cccc(/C=C/c2nc(C#N)c(NCC(C)C)o2)c1
  i	i	i	i	9	i	-5	4	-41	i	0
- Cc1ccc2cccc(SCC(=O)NCC#N)c2n1
  i	i	i	i	6	i	-10	0	-13	i	0
- CCc1ccc(NC(=O)C(=O)N/N=C(\C)CC(=O)Nc2ccccn2)cc1
  i	i	i	i	-12	i	-5	0	-6	i	1
- C#CCOCCOCCOCCNc1nc(N2CCN(C(=O)CCCCCCCCCCNC(=O)[C@H](CCCCN)n3cc(CCCC(=O)O)nn3)CC2)nc(N2CCN(C(=O)CCCCCCCCCCNC(=O)[C@H](CCCCN)n3cc(CCCC(=O)O)nn3)CC2)n1
  i	.	.	.	4	.	.	8	10	i	-1
- CCCCn1c(N)c(N(Cc2ccccc2OC)C(=O)COc2cc(C)ccc2Cl)c(=O)[nH]c1=O
  i	i	i	i	3	i	-12	-3	3	i	-1
- Cc1ccc2c(CC(=O)Nc3c(C)n(C)n(-c4ccccc4)c3=O)coc2c1
  i	i	i	i	-37	i	-6	1	-1	i	-1
- Cc1ccc(C(C(=O)NCc2ccccc2)N(C(=O)c2csnn2)c2cccc3ccccc23)o1 (configuration not stated)
  i	i	i	i	-5	i	-10	2	0	i	-2
- CC(C)c1ccccc1-n1c(-c2cccnc2)n[nH]c1=S
  i	i	i	i	.	i	-9	2	0	i	-3
- O=C(NC(=S)Nn1cnc2c(cnn2-c2ccccc2)c1=O)c1ccc(Cl)cc1
  i	i	i	i	-5	i	-4	1	0	i	-6
- COCCSc1nnc(NC(=O)c2ccc([N+](=O)[O-])cc2)s1
  i	i	i	i	1	i	-6	-14	4	i	-1
- O=C(COc1ccc2ccc(=O)oc2c1)Nc1ccc(CCO)cc1
  i	i	i	i	-3	i	-12	1	11	i	0
- CCc1ccc(NC(=O)CCC(=O)Nc2nnc(C(F)(F)F)s2)cc1
  i	i	i	i	.	i	-5	-1	3	i	1
- C=CCn1c(SCC(=O)Nc2cc(C)on2)nc2sc(CC)cc2c1=O
  i	i	i	i	2	i	-14	2	3	i	-1
- CN(CC(=O)Nc1ccccc1C(F)(F)F)C(=O)Cc1ccc(S(=O)(=O)N2CCOCC2)s1
  i	i	i	i	9	i	-14	2	3	i	-1
- O=C(NCc1ccncc1)C1CCN(S(=O)(=O)Cc2ccccc2)CC1
  i	i	i	i	-1	i	3	-2	0	i	-2
- COc1ccc(CCC(=O)Nc2ccc(S(=O)(=O)Nc3nccc(C)n3)cc2)cc1
  i	i	i	i	-1	i	-7	-1	3	i	-2
- O=C(C[n+]1cccc2ccccc21)c1ccc(Br)cc1
  i	i	i	i	16	i	-5	-2	-3	i	0
- C=C(Cl)COc1cc(C)cc2oc(=O)cc(CC)c12
  i	i	i	i	-2	i	-4	-4	2	i	1
- Cc1ccc(CSc2nc3ccccc3c(=O)[nH]2)cc1
  i	i	-9*	i	.	i	-13	-1	-6	i	-3
- Cc1cccc(C)c1NC(=O)/C(C#N)=C/c1ccc(-c2ccc(C(=O)O)cc2)o1
  i	i	i	i	-4	i	0	1	9	i	-2
- COc1ccc(C(=O)C2C(c3ccc(-c4ccccc4[N+](=O)[O-])o3)NC(=O)NC2(O)C(F)(F)F)cc1 (configuration not stated)
  i	i	i	i	3	i	1	0	6	i	0
- CCOC(=S)SCC(=O)N1CCc2cc(OC)ccc2C1C1C(=O)CCCC1=O (configuration not stated)
  i	i	i	i	4	i	-9	0	-1	i	-5
- COc1ccccc1NC(=O)CSc1nnc(-c2ccco2)n1N
  i	i	i	i	-3	i	-5	2	-5	i	.
- N#CC1=C(S)N(c2ccccc2)C(c2ccc(-c3ccc(Cl)c(Cl)c3)o2)NC1=O (configuration not stated)
  i	i	i	i	11	i	-16	2	10	i	5
- CNC(=S)NNc1nncc2ccccc12
  i	i	i	i	2	i	-11	-2	?	i	-6
- CCCCC(=O)Nc1nc2c(OC)ccc(OC)c2s1
  i	i	i	i	1	i	-7	2	0	i	-2
- CS(=O)(=O)NN1C(=O)c2ccccc2NC12CCCC2
  i	i	i	i	-2	i	-6	-2	-27	i	0
- O=C(CCCN1C(=O)/C(=C\c2cccs2)SC1=S)Nc1cc([N+](=O)[O-])ccc1O
  i	i	i	i	-4	i	-9	0	2	i	-1
- O=C(CC1C(=O)NCCN1C(=O)Nc1ccccc1)Nc1cccc(Cl)c1 (configuration not stated)
  i	i	i	i	3	i	-6	-1	2	i	0
- CC(C)(C)CN1CCNC(=O)C1CC(=O)NCCc1cnn(-c2ccccc2)c1 (configuration not stated)
  i	i	i	i	1	i	-19	1	-7	i	-2
- Cc1noc(C)c1COC(=O)CNC(=O)c1cccc(F)c1
  i	i	i	i	5	i	-14	5	6	i	-4
- CCCc1n[nH]c2c1C(=O)C(C(=O)OC)C(C)(C)C2 (configuration not stated)
  i	i	i	i	-10	i	-8	-1	-1	i	-2
- O=C(NCCc1c[nH]c2ccccc12)C(=O)NCC1OCCN1S(=O)(=O)c1ccc(F)cc1 (configuration not stated)
  i	i	i	i	-1	i	-9	4	2	i	-2
- Cc1ccc(-c2cc(-c3ccccc3)nc(NN)n2)cc1
  .	i	i	i	-8	i	-13	2	6	i	-3
- N#Cc1nccnc1S(=O)(=O)c1cccs1
  i	i	i	-7.8*	.	i	-11	1	-1	i	6
- COC(=O)c1ccc(-n2c(C)cc(C(=O)COC(=O)CNS(=O)(=O)c3ccc(C)cc3)c2C)cc1
  i	i	i	i	2	i	-6	3	7	i	-1
- COc1cccc(-c2cc(C(=O)Nc3cc(C)on3)no2)c1
  i	i	i	i	-2	i	-9	-1	4	i	.
- COc1ccc(C(=O)Oc2coc(CSc3nnc(NC(=O)c4cccs4)s3)cc2=O)cc1
  i	i	i	i	-6	i	-3	2	-6	i	0
- O=c1[nH]c2c(n(C3CCCCC3)c1=O)CCC2
  .	i	i	i	-1	i	-5	0	2	i	0
- Cc1cccc(NC(=O)C(=O)NCCCc2ccccc2)c1
  i	i	i	i	.	i	-1	3	6	.	0
- COc1ccc2nc(Nc3nc4cc5c(cc4s3)OCCO5)sc2c1
  i	i	i	i	0	i	-6	4	-1	i	0
- CSC1=NCCN1C(=O)c1ccc(S(=O)(=O)N2CCCCC2)cc1
  i	i	i	i	-4	i	-4	-2	-6	i	2
- CC(=O)Nc1ccc2c(COC(=O)[C@H](C)N3C(=O)C4CCCCC4C3=O)cc(=O)oc2c1 (some centres not stated)
  i	i	i	i	1	i	-10	3	-123	i	0
- COc1ccc(OC)c(-c2csc(N(Cc3ccco3)C(=O)c3ccco3)n2)c1
  i	i	-7.3*	i	1	i	-7	5	-1	-12*	-2
- CC(C)(C)SCCNS(=O)(=O)c1ccc2ccccc2c1
  i	i	i	i	4	i	-15	4	6	i	1
- CC(C)n1c(-c2cccs2)nc2ccccc21
  i	i	i	i	15	i	-8	-7	-4	i	-2
- COC(=O)c1[nH]c2cc(OC)ccc2c1NC(=O)CCN1CCCCC1
  i	i	i	i	5	i	-9	4	?	i	-4
- COC(=O)c1sc2ncn(N)c(=O)c2c1C
  i	i	i	i	.	i	-20	3	4	.	0
- CSc1ccccc1C(=O)N1CCc2ccccc2C1
  i	i	i	i	1	i	2	0	.	i	.

New compounds follow:
Every second line gives: PolyA inhibitor	KCNQ1 block	KCNK9 block	RGS4 pot	Dyrk1A ADPGlo	KCNQ1 act	hERG rescue	GSK3beta inhib	HDAC3 inhib	KCNK3 inh	GSK3 alpha inh
- C/C(=N\S(=O)(=O)c1ccc(C)cc1)Nc1cc(C(C)C)c(O)cc1C
  i	i	i	i	-2	i	-6	-1	4	i	-1
- COc1ccc(CN(C)C(c2ccccc2)c2nnnn2-c2ccccc2C)c(OC)c1C (configuration not stated)
  i	i	-7.9*	i	0	i	-20	0	6	i	-1
- CC(C)N(C(=O)Cn1c(=O)oc2ccccc21)c1ccccc1
  i	i	i	i	0	i	-4	0	-1	i	4
- COc1ccccc1NC(=O)c1sc2ncn(CC(=O)Nc3ccccc3)c(=O)c2c1C
  i	i	i	i	13	i	-3	0	-1	i	-2
- O=C(Cc1ccccc1)Nc1ccc(NC(=O)Cc2ccccc2)c(Cl)c1
  i	i	i	i	16	i	-5	.	11	i	0
- Cc1ccc(C2=NOC(C)(c3sc(-c4ccc(Cl)cc4)nc3C)C2)cc1 (configuration not stated)
  i	i	i	i	14	i	-7	-1	-4	i	5
- COc1ccc(C(=O)/C=C/C(=O)N(CC(=O)NC2CCCCC2)CC2CCCO2)c(O)c1 (configuration not stated)
  i	i	i	i	3	i	-37	-1	0	i	1
